Screening results: PubChem, several laboratories
TNAP act hi DEA = TNAP activators at high phosphate acceptor level, primary screen, biochemical, luminescence, uHTS; Alkaline phosphatase, tissue-nonspecific isozyme (Homo sapiens), P05186; purified TNAP, CDP-star luminescence, 1 M DEA, 30 min; stronger effect = higher value; 0 = EDTA background, 1 = DMSO-only activity; activation factor at 20 µM; 200,000 tested, under 10 active;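 active means activation factor at least 2 at 20 µM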
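Measured by: Luminescent substrate turnover signal | Test system: Human TNAP | Input: TNAP 1/800 final | Dosing: 20 µM single point | Schedule: 30 min, room temperature | Controls: EDTA wells as negative control, DMSO wells as positive control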
TR-FRET SRC-2 ct = TR-FRET signal artefacts, primary screen, artefact control for PPARgamma SRC-2 agonist project, biochemical; TR-FRET artefact counter-screen; stronger effect = higher value; 200,000 tested, 0.4% active; TR-FRET ratio at 8 µM; in the data active means TR-FRET ratio above about 2000; further: inactives centre near 1500
PPARg SRC3 recr = PPARgamma agonists recruiting SRC-3 coactivator, primary screen, biochemical | Peroxisome proliferator-activated receptor gamma (Homo sapiens), P37231 | biochemical PPARgamma/SRC-3 coactivator recruitment assay | activation, % at 8 µM | 200,000 tested, 0.26% active | AID 731, 2007; in the data active means activation above about 23%;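 further: 0% = DMSO and 100% = reference agonist; some compounds past the cut are filed as inactive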
Target sequence (P37231 whole entry, looked up): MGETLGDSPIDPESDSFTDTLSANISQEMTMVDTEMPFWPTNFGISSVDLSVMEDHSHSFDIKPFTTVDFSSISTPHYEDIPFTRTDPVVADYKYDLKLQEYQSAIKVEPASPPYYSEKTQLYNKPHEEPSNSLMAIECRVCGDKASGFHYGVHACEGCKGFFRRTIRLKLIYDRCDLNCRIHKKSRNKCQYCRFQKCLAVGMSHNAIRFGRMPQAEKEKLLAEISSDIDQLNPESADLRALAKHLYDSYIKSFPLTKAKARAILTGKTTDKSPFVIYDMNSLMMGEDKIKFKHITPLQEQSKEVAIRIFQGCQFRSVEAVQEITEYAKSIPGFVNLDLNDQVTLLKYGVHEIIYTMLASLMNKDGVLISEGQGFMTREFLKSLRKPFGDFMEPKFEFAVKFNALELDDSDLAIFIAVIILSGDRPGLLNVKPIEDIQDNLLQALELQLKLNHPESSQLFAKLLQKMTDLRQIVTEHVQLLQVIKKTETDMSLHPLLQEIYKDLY
STAT1 blocker = STAT1 signaling inhibitors, primary screen, cell-based, HTS, luciferase reporter | inhibition, % at 5.5 µM | AID 920, 2007 | NIH 3T3 STAT1-luciferase reporter, IFN-gamma, luminescence | 200,000 tested, 0.35% active;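 active means inhibition above a set limit, the mean inhibition across all tested compounds plus 3 SD, cut at about 34% in these data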;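 further: 0% = IFN-gamma with DMSO and 100% = IFN-gamma with 300 µM nifuroxazide; values of inactives mirror those of a sister screen read the other way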
STAT3 act = IL-6 driven STAT3 reporter potentiators, primary screen, U3A cells, luciferase, luminescence, MLSCN library | IL-6 STAT3-luciferase reporter; 100% = signal with IL-6 EC80 alone | activation (% of control), % at 5.6 µM | 190,000 tested, 0.91% active;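 active means activation above the screen-wide mean of compound activation plus 3 SD, cut at about 130% in these data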;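 further: 0% = background luminescence of wells with medium and substrate only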
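Test system: Human STAT1-deficient U3A cells with stable STAT3-luciferase reporter | Also added: Interleukin-6, 33 ng/mL | Timing: Compound pre-incubation 1 h before IL-6, then 6 h stimulation at 37 °C | Technique: Luciferase reporter luminescence | Read-out: Percent of IL-6-only median luminescence | Benchmarks: IL-6-only wells as 100% reference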
PPARg SRC-2 ag = agonists of PPARg-SRC-2 recruitment, primary screen, biochemical, HTS | AID 1032, 2008 | Peroxisome proliferator-activated receptor gamma (Homo sapiens), P37231 | activation, % at 8 µM | 200,000 tested, 0.34% active | PPARgamma LBD-SRC-2 recruitment; in the data active means activation above about 22%;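 further: 0% = vehicle and 100% = reference agonist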
PPARg SRC-1 ag = PPARgamma agonists recruiting SRC-1 coactivator, primary screen, biochemical; AID 631, 2007; activation, % at 8 µM; PPARgamma-SRC-1 coactivator recruitment biochemical assay; 200,000 tested, 0.41% active; in the data active means activation above about 19%;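 further: 0% = DMSO and 100% = reference agonist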
STAT3 blocker = IL-6 driven STAT3 reporter inhibitors, primary screen, U3A cells, luciferase, luminescence, MLSCN library; IL-6 STAT3-luciferase reporter; host cell line lacks STAT1; inhibition, % at 5.5 µM; 190,000 tested, 0.89% active; AID 862, 2007;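 active means inhibition above the mean inhibition across all screened compounds plus 3 SD, cut at about 44% in these data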;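 further: 0% = DMSO only wells and 100% = 100 µM nifuroxazide control wells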
ROMK primary = ROMK potassium channel modulators, primary screen, cell-based, thallium flux, MLSMR library. ATP-sensitive inward rectifier potassium channel 1 (Homo sapiens), P48048. Tet-inducible ROMK, thallium flux fluorescence; actives lie on both sides. B-score at 10 µM. 130,000 tested, 2% active;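 active means signal ratio slope over the read window, or its plate-corrected B-score, at least 3 SD from the plate mean, either direction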;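 further: B-score of the F/F0 ratio slope over 7 to 12 s after thallium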
Target sequence (P48048 whole entry, looked up): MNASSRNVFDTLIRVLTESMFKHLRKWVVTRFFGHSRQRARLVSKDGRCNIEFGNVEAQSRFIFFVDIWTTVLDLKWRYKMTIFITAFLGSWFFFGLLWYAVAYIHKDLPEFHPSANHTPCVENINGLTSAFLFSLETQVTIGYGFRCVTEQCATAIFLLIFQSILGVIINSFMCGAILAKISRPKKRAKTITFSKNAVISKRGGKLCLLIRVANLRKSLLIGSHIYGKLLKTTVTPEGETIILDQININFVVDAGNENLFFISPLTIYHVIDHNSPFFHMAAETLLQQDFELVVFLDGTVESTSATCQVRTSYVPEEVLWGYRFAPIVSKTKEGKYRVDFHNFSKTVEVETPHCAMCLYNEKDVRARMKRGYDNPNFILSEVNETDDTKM
bIAP inhibitor = bovine intestinal alkaline phosphatase inhibitors, primary screen, selectivity assay for TNAP inhibitor project, biochemical, bovine IAP, CDP-star luminescence | inhibition, % at 20 µM | AID 1019, 2008 | purified bovine IAP, 30 min | 190,000 tested, under 10 active | alkaline phosphatase, intestinal [Bos taurus];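 active means over 50% inhibition of intestinal alkaline phosphatase at 20 µM in the single-dose screen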
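test system = bovine IAP enzyme | medium = DEA buffer 100 mM, pH 9.8, with MgCl2 1.0 mM, ZnCl2 0.02 mM | detection = luminescence | dosing = single compound dose of 20 µM, 2% DMSO final | incubation = 30 min reaction at room temperature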
bIAP activator = bovine intestinal alkaline phosphatase activators, primary screen, biochemical, bovine IAP, CDP-star luminescence | alkaline phosphatase, intestinal [Bos taurus] | purified bovine IAP, 30 min; stronger effect = higher value; fold of DMSO-control signal, blank-subtracted | activation factor at 20 µM | 200,000 tested, 0.17% active;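 active means activation factor of 2 or more at 20 µM, a signal rise over negative controls twice the positive control's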
* hit, by the source's call; . = no result given.

Every second line gives: PPARg SRC-2 ag | STAT3 blocker | STAT1 blocker | ROMK primary | TNAP act hi DEA | PPARg SRC-1 ag | TR-FRET SRC-2 ct | PPARg SRC3 recr | STAT3 act | bIAP inhibitor | bIAP activator
- CCOc1ccc(-n2c(SCc3nc(-c4ccc(C)cc4)no3)nnc2-c2ccncc2)cc1
    3.2 | -1.6 | -2.0 | -1.12 | 1.1 | 0.9 | 1435 | -2.6 | 106.4 | -4.0 | 1
- COc1ccc(OC)c(NC(=O)COc2ccc(S(=O)(=O)NC(C)C)cc2)c1
    3.7 | 8.1 | 2.4 | . | 1.1 | 0.8 | 1481 | 0.1 | 95.8 | 5.6 | 0.9
- O=C1CC(=O)N2N=C(c3ccc([N+](=O)[O-])cc3)SC2=N1
    3.1 | 5.3 | -7.0 | 0.21 | 1 | -0.3 | 1252 | -5.1 | 98.5 | -12.6 | 1.1
- O=C(CN1C(=O)CSc2ccccc21)Nc1ccc2c(c1)OCCO2
    1.5 | -11.8 | 0.4 | 0.231 | 1 | 4.2 | 1430 | 1.8 | 117.3 | -1.4 | 1
- O=C(OCCOc1ccc(Br)cc1)c1cnccn1
    -1.3 | 5.8 | -3.8 | 0.21 | 1 | 1.1 | 1539 | 3.8 | 95.2 | 5.8 | 0.9
- CCc1ccc(NC(=S)NC(=O)CC(C)C)cc1
    -0.2 | -12.8 | -32.3 | . | 1 | -0.9 | 1409 | -2.7 | 113.2 | -15.3 | 1.2
- COc1ccc(Cc2nnc(N)s2)cc1
    -7.9 | -2.0 | 3.6 | . | 1 | -1.7 | 1368 | 7.0 | 104.5 | 5.6 | 0.9
- CCOc1cccc(/C(O)=C2/C(=O)C(=O)N(Cc3cccnc3)C2c2ccco2)c1 (centres undefined)
    -2.7 | 2.8 | -1.0 | . | 1 | 11.1 | 1478 | -1.2 | 106.1 | 4.9 | 1
- COc1ccc(C2=CC(c3ccc(OC)c(OC)c3)NC(=S)N2)cc1 (centres undefined)
    -4.9 | 2.3 | -2.1 | . | 1 | -2.8 | 1524 | 1.6 | 101.5 | 8.9 | 0.9
- COCCNC(=O)CN(Cc1cccs1)C(=O)CCC(=O)Nc1nccs1
    -0.8 | 3.4 | -2.4 | . | 1.1 | 8.9 | 1703 | 2.5 | 99.1 | 11.6 | 0.9
- COc1ccc(CNC(=O)c2cnn3c(C(F)F)cc(C)nc23)cc1OC
    12.6 | 13.3 | 8.7 | . | 1 | 5.2 | 1749 | 5.7 | 89.3 | 7.6 | 0.9
- CCOC(=O)C1=C(C)OC(N)=C(C#N)C1c1cncc(-c2ccc(F)cc2)c1 (centres undefined)
    6.7 | -6.4 | -1.3 | . | 1 | 4.4 | 1654 | 2.7 | 107.7 | 1.4 | 1
- COc1cccc(/C=N/n2nnnc2N)c1OCc1ccccc1Cl
    -4.0 | 7.3 | 6.4 | 0.273 | 1 | -7.3 | 1438 | 7.6 | 97.0 | -69.8 | 1.7
- COc1ccc(C(=O)NNC(=O)Cn2nnc(-c3ccc(OC)c(OC)c3)n2)cc1
    0.3 | 6.3 | 0.2 | 0.0747 | 1 | 6.3 | 1671 | -0.6 | 99.2 | -26.2 | 1.3
- O=C(CCc1ccccc1)NCCSCc1c(F)cccc1Cl
    5.4 | 26.0 | 3.2 | . | 1 | 1.3 | 1416 | -2.6 | 79.6 | -6.4 | 1.1
- Cc1c(C(=O)N2CCOCC2)sc2ncn(CC(=O)N3CCC(C)CC3)c(=O)c12
    0.4 | 2.3 | -1.3 | -0.046 | 1 | 0.7 | 1636 | -1.1 | 101.7 | 2.4 | 1
- CC1(C)Cc2nc3oc4c(=O)n(CC(=O)Nc5ccccc5)cnc4c3cc2CO1
    -0.4 | 6.0 | -2.4 | . | 1 | 3.8 | 1632 | -1.5 | 96.8 | 42.2 | 0.6
- COC(=O)c1cn(NC(=O)CCC2CCCC2)c(=O)c2ccccc12
    -2.5 | -12.4 | -1.9 | -0.397 | 1.1 | -4.0 | 1568 | 0.5 | 110.2 | 3.6 | 1
- COc1ccc(CCNC(=O)Cn2cc(C(F)(F)F)cc(Cl)c2=O)cc1OC
    -3.1 | -2.5 | -5.7 | 0.0282 | 1 | 9.3 | 1535 | -1.0 | 102.4 | 17.6 | 0.8
- COC(=O)CC1C(=O)NCCN1C(=S)NC(=O)c1ccccc1[N+](=O)[O-] (centres undefined)
    -1.7 | 9.7 | -2.0 | . | 1 | 8.0 | 1468 | -1.3 | 95.9 | 48.6 | 0.5

Going on with the list.
Every second line gives: PPARg SRC-2 ag | STAT3 blocker | STAT1 blocker | ROMK primary | TNAP act hi DEA | PPARg SRC-1 ag | TR-FRET SRC-2 ct | PPARg SRC3 recr | STAT3 act | bIAP inhibitor | bIAP activator
- COc1cc(C(=O)NCc2nnc(SCC(=O)Nc3cccc(C)c3)o2)cc(OC)c1OC
    1.7 | -4.4 | 5.9 | -0.471 | 1.1 | 3.6 | 1552 | -7.7 | 102.3 | 3.4 | 1
- CC(C)N(C(=O)COC(=O)c1cncc(Br)c1)C(C)C
    -8.7 | 1.9 | -4.6 | 0.073 | 1.1 | -4.4 | 1344 | -1.5 | 100.5 | -3.4 | 1
- O=C(NN1C(=O)c2ccccc2NC1c1ccco1)c1ccc([N+](=O)[O-])cc1 (centres undefined)
    0.2 | 3.2 | 7.5 | -0.532 | 1 | -1.5 | 1725 | -2.4 | 103.9 | 3.0 | 1
- C[C@@H](c1ncncc1F)[C@](O)(Cn1cncn1)c1ccc(F)cc1F
    7.7 | . | . | . | 1 | -5.0 | 1413 | 7.3 | . | -8.7 | 1.1
- Cc1ccc(C)c(-c2nn(-c3cc(N4CCN(CCO)CC4)ccc3[N+](=O)[O-])c(=O)c3ccccc23)c1
    2.1 | 12.9 | 11.2 | . | 0.9 | -1.3 | 1668 | 9.2 | 92.4 | 11.8 | 0.9
- O=C(c1ccco1)N1CCN(Cc2cn[nH]c2-c2ccc(F)cc2F)CC1
    -4.9 | 11.6 | 1.8 | -1.94 | 1.1 | 4.8 | 1418 | -2.0 | 91.8 | -9.3 | 1.1
- O=C(NCc1ccccn1)C1CC(c2ccc(F)cc2)=NO1 (centres undefined)
    11.4 | 13.5 | 2.2 | 0.757 | 1.1 | -0.6 | 1438 | 2.9 | 94.0 | 6.9 | 0.9
- CSc1cccc(NC(=O)C2CCN(S(C)(=O)=O)CC2)c1
    11.3 | 1.0 | -2.1 | 0.341 | 1.1 | -2.0 | 1621 | 8.0 | 102.2 | -5.3 | 1.1
- Cc1c(Cc2ccccc2)c(=O)oc2c(C)c(OCC(=O)Nc3ccc(C#N)cc3)ccc12
    0.6 | -2.5 | 3.5 | . | 1 | 2.3 | 1835 | 1.1 | 101.6 | 12.3 | 0.9
- CCOc1ccccc1C(=O)NC(C)c1ccc2c(c1)OCO2 (centres undefined)
    0.2 | 5.3 | 7.7 | 0.959 | 1 | -3.7 | 1637 | 5.4 | 98.1 | 20.1 | 0.8
- CCN(Cc1cc(=O)n2ccsc2n1)c1cccc2ccccc12
    10.6 | -0.6 | 0.8 | . | 1 | 5.6 | 1601 | 0.5 | 99.3 | 17.3 | 0.8
- CCc1ccc(-n2c(SCC(=O)Nc3cccc(S(=O)(=O)NC4=NCCCCC4)c3)nc3ccccc3c2=O)cc1
    -1.1 | 1.0 | 14.5 | -2.68* | 1.1 | -9.5 | 1490 | 1.8 | 97.4 | -4.6 | 1
- Cc1ccc(NC(=O)C2(N(CC(C)C)C(=O)Cn3nnnc3N)CCCCC2)cc1
    6.1 | 5.3 | 8.7 | -0.523 | 1.1 | 4.5 | 1477 | 2.2 | 100.9 | -11.9 | 1.1
- CCn1c(O)c(C=Nc2ccccc2)oc1=S
    7.5 | 28.0 | -16.8 | 1.29 | 1.1 | 10.8 | 1976* | 5.2 | 77.5 | 1.3 | 1
- CCOc1cccc(OCCCOc2ccccc2)c1
    -1.4 | -6.7 | 2.9 | 0.159 | 1 | 1.7 | 1422 | 2.8 | 105.8 | 18.0 | 0.8
- O=C(O)c1cccc(Oc2ncnc3sc4c(c23)CCCC4)c1
    3.7 | 1.3 | -1.9 | -0.101 | 1 | -4.0 | 1772 | -1.4 | 104.9 | 18.1 | 0.8
- Nc1cccc(S(=O)(=O)c2cccc(N)c2)c1
    2.5 | 3.5 | -6.0 | -0.00943 | 1 | 6.0 | 1654 | 2.0 | 104.7 | 2.8 | 1
- CCOC(=O)C1=C(C)N(CC(C)C)C(=O)C1
    -3.7 | -5.3 | -11.5 | -0.0287 | 1.1 | -7.2 | 1514 | 7.2 | 106.5 | 3.1 | 1
- COc1ccc(/C=N/c2oc(C)c(C)c2C#N)c(OC)c1
    -5.0 | 2.4 | 6.1 | . | 1 | -10.8 | 1347 | -4.4 | 100.9 | -2.5 | 1
- CCN1CCN(c2cc(C)c3cc(NC(=S)N4CCN(c5ccccc5)CC4)ccc3n2)CC1
    6.6 | 11.8 | -12.0 | -0.857 | 1 | -0.9 | 1612 | 2.2 | 99.8 | -15.9 | 1.2
- CC(C)(C)OC(=O)N1CC=C2C(C#N)=C(N)C(C#N)(C#N)C(c3cccs3)C2C1 (centres undefined)
    8.2 | -6.3 | 1.7 | . | 1 | 5.6 | 1506 | -5.4 | 111.1 | -7.3 | 1.1
- Cc1ccc(S(=O)(=O)N(C)C)cc1N
    3.0 | 14.3 | 4.5 | -0.237 | 1 | -1.2 | 1626 | 1.4 | 93.3 | 14.2 | 0.9
- COC(=O)[C@@]1(Cc2ccc(OC)cc2)[C@H]2c3cc(C(=O)N(C)C)n(CCc4ccc(OC)c(Br)c4)c3C[C@H]2CN1C(=O)c1ccccc1
    3.7 | -2.9 | 6.8 | -3.85* | 1 | -0.1 | 1518 | -0.9 | 100.0 | 10.5 | 0.9

The order is random. About 3.7% of those tested had a hit in this group.
